# Compound activity as filed in PubChem BioAssay.
# Pf growth 48h: P. falciparum growth inhibition at 48 hours (one generation); P. falciparum luciferase growth in erythrocytes, 48 h; Potency, µM (top dose mostly 28.7 µM), for inactives: at the highest dose activity change, negative = inhibition, usual class: inhibitors; 5.9% of 310,000 active; AID 504832; also: potency is read from the fitted curve at half-maximal effect; % is scaled to controls: 0 for no effect and ±100 for the full control effect
#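 Luciferase-expressing P. falciparum in infected erythrocytes (2% hematocrit, 0.1% parasitemia final) in RPMI 1640/0.5% Albumax were exposed to compound for 48 hours at 37 C, 5% CO2; growth read as luminescence.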
# AMA1 RON2 block: inhibitors of Plasmodium falciparum AMA1-RON2 interaction; AID 720542; AlphaScreen AMA1-biotinylated RON2 peptide binding; 0.2% of 360,000 active; Potency, µM (titrated, usually from 58.2 µM), for the others: top-dose activity change, negative = inhibition, hits mostly inhibitors;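 also: potency is read from the fitted curve at half-maximal effect; 0% = vehicle wells and -100% = peptide control; nearly all actives have a fitted effect of over 45% in size; some results filed as inactive show a strong effect at the top dose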
#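 AMA1 (3D7) with his tag at 25 nM final met compounds first, then biotinylated RON2 peptide at 25 nM; detection used donor plus acceptor beads, 10 µg/mL apiece, read by AlphaScreen after 30 min at room temperature.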
# Shiga inhibitor: Shiga toxin inhibition | 9.2% of 290,000 active | inhibition, % at 38.7 µM | AID 2315 | Vero cells, Shiga toxin protein synthesis inhibition reporter; in the data active = inhibition mostly above about 28%, no sharp cut-off; inactive = mostly below about 43%; also: 0% is about no effect
# LmPK inhibitor: LmPK (Leishmania mexicana) enzyme inhibition. Q27686. purified LmPK, Kinase-Glo ATP luminescence, 1 h. Potency, µM (doses to about 57.5 µM), for inactives: at the highest dose activity change, negative = inhibition, usual class: inhibitors. 0.37% of 290,000 active; also: potency is read from the fitted curve at half-maximal effect; % is scaled to controls: 0 for no effect and ±100 for the full control effect
# Target sequence (Q27686 whole entry, looked up): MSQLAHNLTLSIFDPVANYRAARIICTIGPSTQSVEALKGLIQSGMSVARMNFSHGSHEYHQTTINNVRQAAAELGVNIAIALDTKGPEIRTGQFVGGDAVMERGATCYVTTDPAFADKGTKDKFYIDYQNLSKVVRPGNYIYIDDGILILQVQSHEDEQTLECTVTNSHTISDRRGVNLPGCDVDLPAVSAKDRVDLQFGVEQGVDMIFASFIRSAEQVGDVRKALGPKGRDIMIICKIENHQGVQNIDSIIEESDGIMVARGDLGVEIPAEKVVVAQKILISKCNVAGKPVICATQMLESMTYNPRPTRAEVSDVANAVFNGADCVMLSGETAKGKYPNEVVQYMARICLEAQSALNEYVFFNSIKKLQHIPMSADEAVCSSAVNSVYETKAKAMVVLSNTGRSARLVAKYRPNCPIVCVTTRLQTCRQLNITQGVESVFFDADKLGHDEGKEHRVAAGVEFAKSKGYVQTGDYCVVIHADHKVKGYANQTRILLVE
#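 0.1 nM LmPK, 0.5 mM PEP, 0.1 mM ADP; 50 mM imidazole pH 7.2, 7 mM MgCl2, 50 mM KCl; 1 h RT. Kinase-Glo luminescence readout, normalized to no-enzyme (full inhibition) and uninhibited wells.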
# CHX counter: counter-screen for Shiga toxin inhibitors: cycloheximide protein synthesis inhibition; cell reporter, cycloheximide protein synthesis inhibition counterscreen; 12% of 300,000 active; max response, %; in the data active = max response mostly above about 13%, no sharp cut-off; inactive = mostly below about 14%; also: read at 38.3 µM for the half of the compounds with a filed dose; 0% is about no effect
# TbPYK inhibitor: inhibitors of Trypanosoma brucei pyruvate kinase | TbPYK enzyme, Kinase-Glo Plus ATP luminescence, 45 min | Potency, µM (doses to about 76.8 µM), for the others: top-dose activity, negative = inhibition, usual class: inhibitors | Q57TT1 | AID 624173 | 0.12% of 410,000 active; also: potency is read from the fitted curve at half-maximal effect; % is scaled to controls: 0 for no effect and ±100 for the full control effect; nearly all actives have a fitted effect of over 50% in size
#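 Assay buffer: 50 mM TEA pH 7.2, 100 mM KCl, 10 mM MgCl2, 0.05% BSA, 0.01% Tween-20. Pyruvate kinase from T. brucei plus substrate met compound, then ADP (130 uM final). Luminescence was read post 45 min RT.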
# Pf growth 96h: P. falciparum growth inhibition at 96 hour, primary screen for plastid delayed-death inhibitors; AID 504834; P. falciparum luciferase reporter growth, 96 h; Potency, µM (doses to about 28.7 µM), for the others: top-dose activity change, negative = inhibition, usual class: inhibitors; 6.9% of 320,000 active; also: potency is read from the fitted curve at half-maximal effect; % is scaled to controls: 0 for no effect and ±100 for the full control effect
#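 P. falciparum expressing integrated firefly luciferase, in erythrocytes at 2% hematocrit, 0.05% parasitemia, incubated with compounds 96 h at 37 C, 5% CO2. Growth inhibition read as loss of luminescence; two-generation exposure targets delayed-death apicoplast inhibitors.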
# * marks the source's active call; other numbers are inactive results; ? = inconclusive; nt = not tested or not shown; [ ] = dose if it differs, or a comment. Unless noted, calls follow the shape of the dose curve; as a rule, active = well fitted curve in the direction sought with a large enough effect; inconclusive = small, poorly fitted or top-dose-only effect, or another doubt; inactive = no such curve, though single readings can be large; an effect the other way counts as inactive or inconclusive.
SMILES,Pf growth 48h,AMA1 RON2 block,Shiga inhibitor,LmPK inhibitor,CHX counter,TbPYK inhibitor,Pf growth 96h
CCOc1ccc(-c2cc(C(=O)NCCCn3ccnc3)c3cc(Br)ccc3n2)cc1,1.7µM*,-1%,-18,-1%,-3,-7%,?
O=C(NCCCNC(=O)c1ccc(F)cc1)c1ccc(F)cc1,17%,7%,-4,1%,-3,17%,22%
Cc1ccsc1/C=N/NC(=O)Cn1nc(C)c([N+](=O)[O-])c1C,-10%,14%,2,-3%,1,2%,2%
CC(=O)c1cccc(OC(=O)c2cc(S(=O)(=O)N3CCOCC3)ccc2N2CCCC2)c1,?,-7%,nt,nt,nt,2%,?
COc1ccc(Br)cc1C1SCCN1S(C)(=O)=O (centres undefined),-3%,13%,2,-1%,-1,2%,nt
COc1ccc([C@@H]2[C@@H]3C(=O)N(C(C)(C)C)C(=O)[C@@H]3[C@]3(CC(C)C)C(=O)N(c4ccc(C(F)(F)F)cc4)C(=O)N23)cc1,12µM*,12%,-2,1%,-3,5%,3.7µM*
CC1CCN(C(=S)NCCc2ccccc2)CC1,nt,3%,82*,4%,30*,-4%,191%[activator]
CCOn1c(=O)c(-c2cc3ccccc3o2)[n+]([O-])c2ccccc21,92%[activator],-3%,163*,1%,47*,-10%,-55%
Cc1ccc2cc(CN(CCc3ccccc3)C(=S)NCCCN(C)C)c(=O)[nH]c2c1,?,0%,-13,3%,-10,-4%,-7%
CCN1C(=O)c2ccccc2S(=O)c2ccc(C(=O)N3CCCC3)cc21 (centres undefined),-15%,-5%,-5,-1%,5,4%,-14%
Cc1nc(N2CCN(Cc3ccc4c(c3)OCO4)CC2)nc2c1C(=O)CC(c1ccco1)C2 (centres undefined),-20%,-3%,-7,2%,-2,-1%,?
CC(C)Sc1nc2c(c(=O)n1C)SC(C)C2 (centres undefined),-4%,-3%,9,0%,11,-10%,0%
CCOc1ccc(S(=O)(=O)N(C)C)cc1-c1nc2c(C(C)(C)C)nn(C)c2c(=O)[nH]1,-5%,5%,-18,4%,-2,1%,?
Cc1ccc(C(=O)N2CCN(S(=O)(=O)c3ccc(C(C)C)cc3)CC2)s1,?,-2%,nt,nt,nt,-1%,?
C=CCn1c(=O)/c(=C2/Sc3ccccc3N2CC)s/c1=C1/C(=O)NN=C1C,15µM*,nt,-6,-12%,15,nt,89%[activator]
CCOC(=O)C(Cc1ccc(O)cc1)NC(=O)CNC(=O)C1CCCN1C(=O)OC(C)(C)C (centres undefined),-41%,10%,-18,9%,-14,6%,18%
NCCNc1cccc2ccccc12,?,nt,nt,nt,nt,1%,?
O=C(Oc1cccnc1)c1ccc([N+](=O)[O-])cc1Cl,10%,-14%,-7,1%,6,0%,?
COc1cc(/C=C2\SC(=O)NC2=O)ccc1Oc1ccc([N+](=O)[O-])cn1,-7%,5%,4,-15%,8,-4%,-12%
COCC(C)OC(=O)c1c(N)n(Cc2ccco2)c2nc3ccccc3nc12 (centres undefined),nt,-6%,17,2%,5,-1%,nt
Cc1sc2nc(CN3CCCC3)nc(Cl)c2c1C,?,1%,-4,5%,-2,1%,?
COc1cccc(C(=O)NC2CCCc3ccccc32)c1OC (centres undefined),-4%,-5%,-3,-1%,-2,3%,0%
O=C(O)c1ccc(Br)cn1,-7%,-7%,22,4%,-4,-1%,2%
COc1ccccc1N1C(=O)C2CC(C)=C(C)CC2C1=O (centres undefined),4%,-4%,7,-2%,6,1%,?
COc1cc(OC)cc(C(=O)NC(=S)N(Cc2ccccc2)C(C)C)c1,?,61%[activator],20,1%,-3,-7%,?

# The results go on:
SMILES,Pf growth 48h,AMA1 RON2 block,Shiga inhibitor,LmPK inhibitor,CHX counter,TbPYK inhibitor,Pf growth 96h
COCCCNC(=O)CCCn1c(=O)c2ccccc2n(CC(=O)Nc2c(C)cccc2C)c1=O,11%,-1%,9,-2%,2,0%,21%
COc1cc(C)c(C(C)C)cc1S(=O)(=O)N1CCOCC1,6%,-10%,-9,-2%,-1,9%,0%
CC(C)NC(=O)COC(=O)CNC(=O)c1cc(Cl)cc([N+](=O)[O-])c1,6%,3%,-16,2%,-5,1%,0%
COc1ccc(S(=O)(=O)Cc2ccc(C(=O)N3CCOCC3)o2)cc1,6%,13%,6,-1%,-1,-4%,?
O=C(Cc1ccccc1)N1CCN(C/C=C/c2ccccc2)CC1,-32%,-3%,-2,2%,1,5%,3.3µM*
Cn1cccc1CNC(=O)Nc1ccccc1,nt,-24%,52*,-22%,43*,-3%,-20%
O=C(c1cc(COc2c(F)cccc2F)on1)N1CCN(C2CCCCC2)CC1,9%,14%,-7,0%,-2,3%,8%
CCN(CC(=O)Nc1ccccc1OC)C(=O)C1CCC1,2%,-3%,nt,nt,nt,-2%,0%
COc1ccc(C(=O)c2c3ccc(C(F)(F)F)cc3[n+]([O-])n2CCCN)cc1,12µM*,8%,nt,nt,nt,-1%,?
CC(Sc1nnnn1C)C(=O)Nc1ccccc1 (centres undefined),7%,-23%,41,0%,-1,5%,31%[activator]
CC(=O)NC1(c2cccc(F)c2)CCN(CC(=O)NC2CCCCC2)CC1,?,-1%,-13,-2%,-2,1%,nt
COC(=O)CC1(c2ccccc2)C(=O)c2ccccc2C1=O,nt,-1%,-14,14%,1,-6%,-1%
Cn1c(-n2c(CCCN3C(=O)c4ccccc4C3=O)nc3ccccc3c2=O)nc2ccccc21,-3%,20%,32,3%,-4,-1%,8%
COc1ccc(-c2nc(C)sc2CC(=O)O)cc1,?,-7%,1,-1%,1,2%,nt
Cc1ccc(COC(=O)CN2C(=O)NC3(CCCC3)C2=O)cc1,-11%,-10%,nt,nt,nt,2%,2%
Cc1ccc(NS(=O)(=O)c2ccc(Cl)c(NC(=S)NC(=O)C3CCCCC3)c2)cc1Cl,?,25%,7,3%,-1,-7%,?
CCOC(=O)[C@H]1[C@H]2COc3ccc(C)cc3[C@@H]2N2C(=O)CN(Cc3ccc(C)cc3)C(=O)[C@@]12C,?,-7%,nt,nt,nt,1%,?
COc1ccccc1OCC(=O)NNC(=O)c1cccs1,-10%,18%,15,-4%,4,-13%,53%[activator]
Cc1cc(NC(=O)C2CC=CCC2C(=O)O)no1 (centres undefined),-2%,13%,-8,3%,-3,-1%,?
O=C(NC(=S)Nc1ccc(-c2ccc(CO)o2)cc1)c1cccs1,144%[activator],70%[activator],67*,-6%[11.5 µM],46*,-12%,19%
CN(CC(=O)Nc1c(Cl)cccc1Cl)C(=O)c1n[nH]c2ccccc12,0%,-1%,nt,nt,nt,-3%,81%[activator]
CCOc1ccccc1NC(=O)C1CCCN1C(=O)OCc1ccccc1 (centres undefined),-27%,12%,-10,2%,-3,1%,9.3µM*
O=S(=O)(Nc1cc(Sc2ncn[nH]2)c(O)c2ccccc12)c1ccccc1,?,35%[activator],13,14µM*,-7,?,1%
Cc1[nH]c2ccccc2c1C(=O)CSC(=S)N(C)C1CCCCC1,?,-7%,41,-2%,15,1%,-79%
C/C(=N\NC(=O)COc1ccc(C)cc1C(C)C)c1cc2ccccc2o1,20%,-20%,8,-2%,7,0%,?

# Further records.
SMILES,Pf growth 48h,AMA1 RON2 block,Shiga inhibitor,LmPK inhibitor,CHX counter,TbPYK inhibitor,Pf growth 96h
OCCOCCNc1ncnc2c1cnn2-c1ccc(Cl)cc1,3.3µM*,1%,1,1%,-2,3%,nt
CC12CCC(C(=O)NCc3ccc4c(c3)OCO4)(CC1=O)C2(C)C (centres undefined),12%,1%,-12,1%,-3,2%,-16%
O=C(CCS(=O)(=O)c1ccc(Br)cc1)N1CCN(c2ccccc2F)CC1,4%,-1%,-15,-9%,-2,-1%,-25%
CC(=O)Nc1ccc(S(=O)(=O)N2CCN(c3ccc([N+](=O)[O-])c(NCCN4CCOCC4)c3)CC2)cc1,?,-9%,-4,4%,-3,-9%,-24%
Cc1cccc(C2c3[nH]c4ccccc4c3CCN2C(=O)c2cc3c([nH]c2=O)CCCC3)n1 (centres undefined),?,10%,-33,1%,-1,1%,-15%
COc1ccc(Cc2nnc(NC(=O)c3cccc(C)c3)s2)cc1,-25%,-2%,-5,1%,1,-6%,?
CCOC(=O)C1=C(Nc2ccccc2)OCC1=O,3%,-2%,10,9%,-1,6%,11%
O=C(Cc1cccs1)Nc1nnc(SCc2ccc(F)cc2)s1,9%,16%,-2,7%,-4,-9%,22%
CCOC(=O)C1=C(C)NC(SCc2cc(=O)[nH][nH]2)=C(C#N)C1c1cccs1 (centres undefined),-3%,23%,-4,-3%,-1,0%,nt
CCOc1cccc(-c2nnc3sc(-c4ccc(C)cc4)nn23)c1,3%,nt,37,5%,-4,nt,20%
C=CCc1cccc(C=Nc2ccc(Br)cc2)c1O,-3%,-1%,58,-4%,31,3%,99%[activator]
COc1ccc(/C=N/NC(=O)c2ccc(CSc3nc(C)cc(C)n3)cc2)cc1O,?,17%[2.32 µM],-6,1%,4,-8%,?
CC(C)N1C(=O)/C(=C/c2nc3ccccc3c(=O)n2-c2ccccc2)c2ccccc21,?,-10%,-11,0%,-2,-4%,?
C=CCOc1ccc(CNC(C)(C)CO)cc1OCC,12%,1%,-15,2%,3,-6%,26%
CCOC(=O)N1CCN(C(=O)C2CCN(S(=O)(=O)c3ccc(Cl)cc3)CC2)CC1,-16%,-9%,-8,5%,-3,nt,nt
COc1ccccc1CNC(=O)CCCNC(=O)Cn1cnc2sc(C)c(C)c2c1=O,13%,4%,18,-5%,-4,1%,?
Cc1ccc(S(=O)(=O)N2CCN(C(=O)COC(=O)Cc3ccc(Cl)cc3)CC2)c(C)c1,?,11%,nt,nt,nt,2%,?
Cc1ccc(CNC(=O)Cn2nnc3ccccc3c2=O)cc1,141%[activator],-5%,28,2%,13,-1%,165%[activator]
CCCNC(=O)CCc1c(C)nc2c(c(C)nn2-c2ccccc2)c1C,-30%,-8%,-16,1%,-2,4%,?
Cc1ccc(-c2nn(-c3ccccc3)cc2C(=O)OCC(=O)Nc2ncc(Cl)cc2Cl)cc1,2%,-6%,-3,0%,-3,-7%,?
Cc1cc(C)n(-c2ccc(C(=O)N3CCN(c4ccccn4)CC3)cc2)n1,-19%,-4%,nt,nt,nt,-5%,?
CCOC(=O)C1CCCN(c2c(Nc3cc(C)cc(C)c3)c(=O)c2=O)C1 (centres undefined),nt,0%,-14,4%,-6,-1%,9.3µM*
COc1cccc(NC(=O)c2ccc(-c3ccc([N+](=O)[O-])cc3)o2)c1,?,-10%,70*,-8%,18*,0%,?
CC(NS(=O)(=O)c1ccccc1)C(=O)NC1CCCC1 (centres undefined),6%,28%,-8,-9%,-3,-12%,?
